Screens from PubChem BioAssay.
PAFAH1B3 inh: PAFAH1B3 enzyme inhibitors, primary screen, biochemical, fluorescence polarization, human | recombinant PAFAH1B3, FP-rhodamine probe | 340,000 compounds, 0.28% hits | inhibition, % at 3.39 µM | Platelet-activating factor acetylhydrolase IB subunit alpha1 (Homo sapiens), Q15102;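 active = inhibition above the screen-wide average of all tested compounds plus 3 SD, cut at about 25% in these data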;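 also: 0% = enzyme with DMSO only and 100% = wells lacking PAFAH1B3 protein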
Target sequence (Q15102 whole entry, looked up): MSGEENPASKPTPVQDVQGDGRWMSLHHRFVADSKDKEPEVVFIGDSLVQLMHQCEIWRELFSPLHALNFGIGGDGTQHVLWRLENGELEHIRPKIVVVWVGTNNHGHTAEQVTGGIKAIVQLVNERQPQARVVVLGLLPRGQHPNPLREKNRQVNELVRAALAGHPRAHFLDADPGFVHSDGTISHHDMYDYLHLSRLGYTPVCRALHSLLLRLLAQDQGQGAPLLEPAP
pPAFAH inh: pPAFAH enzyme inhibitors, primary screen, biochemical, fluorescence polarization, human; Platelet-activating factor acetylhydrolase (Homo sapiens), Q13093; recombinant pPAFAH, FP-rhodamine probe fluorescence polarization; inhibition, % at 3.39 µM; 330,000 compounds, 1.5% hits;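 active = inhibition above the mean inhibition across the screen plus 3 SD, cut at about 25% in these data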;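 also: inhibitors block binding of the rhodamine activity-based probe so polarization drops; 0% = enzyme with DMSO and 100% = wells lacking pPAFAH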
Target sequence (Q13093 whole entry, looked up): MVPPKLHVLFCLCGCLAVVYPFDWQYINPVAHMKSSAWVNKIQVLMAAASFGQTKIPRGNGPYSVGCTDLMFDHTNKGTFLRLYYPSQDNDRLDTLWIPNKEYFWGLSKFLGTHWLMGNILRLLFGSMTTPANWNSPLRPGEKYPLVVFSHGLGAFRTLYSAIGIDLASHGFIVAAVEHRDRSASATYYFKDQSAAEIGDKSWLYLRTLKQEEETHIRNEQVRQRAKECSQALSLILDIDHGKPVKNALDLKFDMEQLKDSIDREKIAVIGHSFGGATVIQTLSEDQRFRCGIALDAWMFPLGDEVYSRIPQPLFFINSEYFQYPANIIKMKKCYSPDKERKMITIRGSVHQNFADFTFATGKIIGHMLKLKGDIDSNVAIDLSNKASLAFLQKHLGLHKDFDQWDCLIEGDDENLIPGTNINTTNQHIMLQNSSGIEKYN
PAFAH2 inh: PAFAH2 enzyme inhibitors, primary screen, biochemical, fluorescence polarization, human; Platelet-activating factor acetylhydrolase 2, cytoplasmic (Homo sapiens), Q99487; recombinant PAFAH2, FP-rhodamine activity probe; inhibition, % at 3.39 µM; 340,000 compounds, 0.99% hits; AID 492956, 2010;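 active = inhibition above the mean over all tested compounds plus 3 SD, cut at about 30% in these data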;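 also: inhibitors block probe labeling of enzyme so polarization drops; 0% = enzyme with DMSO and 100% = wells lacking PAFAH2 protein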
LYPLA1 counter: LYPLA1 inhibitors, primary screen, counter-screen for PME1 inhibitor project, biochemical, fluorescence polarization, FP-Rh probe ABPP; Acyl-protein thioesterase 1 (Homo sapiens), O75608; inhibition, % at 5.9 µM; 320,000 compounds, 0.16% hits; AID 2174, 2009; recombinant LYPLA1;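 active = inhibition above the mean of all tested compounds plus 3 SD, set per campaign, cut at about 14% in these data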;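 also: inhibitors block serine hydrolase probe labeling of LYPLA1 so polarization falls; 0% = enzyme with DMSO and 100% = wells lacking LYPLA1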
ZTA counter: blocks Epstein-Barr virus ZTA, an EBNA-1 counter-screen | P03206 | ZTA-DNA binding, fluorescence polarization | inhibition, % at 11 µM | 320,000 compounds, 0.15% hits; in the data active = inhibition above about 33%
PAFAH1B2 FP inh: PAFAH1B2 enzyme inhibitors, primary screen, biochemical, fluorescence polarization, human; Platelet-activating factor acetylhydrolase IB subunit alpha2 (Homo sapiens), P68402; recombinant PAFAH1B2, FP-rhodamine activity probe; inhibition, % at 3.39 µM; 340,000 compounds, 1.2% hits;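 active = inhibition above the mean of all tested compounds plus 3 SD, cut at about 24% in these data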;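 also: 0% = enzyme with DMSO and 100% = wells lacking PAFAH1B2; many of its hits are not listed in these tables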
Target sequence (P68402 whole entry, looked up): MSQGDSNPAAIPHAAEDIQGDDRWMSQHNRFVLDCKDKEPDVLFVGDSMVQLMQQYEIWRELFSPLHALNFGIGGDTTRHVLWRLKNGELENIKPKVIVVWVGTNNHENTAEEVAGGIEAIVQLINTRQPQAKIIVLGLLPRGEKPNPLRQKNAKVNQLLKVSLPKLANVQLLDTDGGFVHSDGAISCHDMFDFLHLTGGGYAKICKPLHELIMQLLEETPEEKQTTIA
PREPL inh: PREPL enzyme inhibitors, primary screen, biochemical, fluorescence polarization | Prolyl endopeptidase-like (Homo sapiens), Q4J6C6 | recombinant PREPL, fluorescence polarization activity-based probe | inhibition, % at 5.96 µM | 320,000 compounds, 0.68% hits | AID 2751, 2010; in the data active = inhibition above about 43%;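 also: 0% = enzyme with DMSO and 100% = wells lacking enzyme; many of its hits are not listed in these tables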
EBNA-1 inh: EBNA-1 DNA-binding inhibitors, primary screen, biochemical, fluorescence polarization. 300,000 compounds, 0.34% hits. inhibition, % at 14.8 µM; in the data active = inhibition above about 28%
LYPLA2 inh: LYPLA2 inhibitors, primary screen, counter-screen for PME1 inhibitor project, biochemical, fluorescence polarization, FP-Rh probe ABPP | recombinant LYPLA2 | Acyl-protein thioesterase 2 (Homo sapiens), O95372 | inhibition, % at 5.9 µM | 320,000 compounds, 0.38% hits;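 active = inhibition above the screen-wide mean plus 3 SD, limit set per campaign, cut at about 26% in these data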;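 also: 0% = LYPLA2 with DMSO and 100% = wells lacking LYPLA2 enzyme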
* = called active by the depositor; / = no result given. Only part of the results is shown; the hit share may differ from the screen's.

SMILES	PAFAH1B3 inh	pPAFAH inh	PAFAH2 inh	LYPLA1 counter	ZTA counter	PAFAH1B2 FP inh	PREPL inh	EBNA-1 inh	LYPLA2 inh
Cc1cc(S(=O)(=O)N2CCN(Cc3ccccc3)CC2)c(C)s1	10	-3	-2	4	-5	0	12	3	9
N/C(=N\OC(=O)CC1CCCCC1)c1cccc(Br)c1	5	7	21	-5	0	16	0	-6	2
O=C(NCC1CCCN(C(=O)c2cccc(C(F)(F)F)c2)C1)c1ccc(F)cc1 (stereo unspecified)	-2	0	-2	-2	2	0	-3	-2	5
O=C(Nc1nc2ccccc2[nH]1)c1cccc(Br)c1	5	8	-5	-10	2	-2	-4	5	-1
O=C(c1ccc(-n2c(SCc3cc(F)ccc3F)nc3ccccc3c2=O)cc1)N1CCOCC1	-9	4	4	3	6	2	9	3	1
CC1(C)Cc2c(sc(NC(=O)C(C)(C)C)c2C#N)C(C)(C)N1	4	6	-6	3	24	3	-6	2	3
CCCCn1c(SCc2cccc([N+](=O)[O-])c2)nc2ccsc2c1=O	-2	21	5	-6	23	1	14	17	-7
Cc1cc(NC(=O)CSc2nnc(-c3cccs3)n2N)no1	9	8	-10	-2	-7	12	3	-5	0
O=C(CCc1nc2ccccc2c(=O)[nH]1)NNC(=O)COc1cccc(F)c1	10	-5	4	-2	-7	3	0	/	0
O=C(Oc1c(-c2ccccc2)c(=O)n2c3c(cccc13)CC2)c1ccco1	/	5	/	-1	-1	/	7	-4	0
CC(C)=NOCC(=O)Nn1c(COc2ccccc2)nc2ccccc2c1=O	-2	2	1	2	-19	6	8	-8	4
c1cncc(-c2nc(NCC3COc4ccccc4O3)c3ccccc3n2)c1 (stereo unspecified)	3	-9	-6	-17	-4	-2	-19	-17	-24
COc1cc(/C=N\NC(=O)c2cccnc2)ccc1OC(=O)c1ccccc1Cl	2	-6	-17	-24	1	1	39	6	-30
CN1CCN(C(=S)NC(=O)c2ccccc2Cl)CC1	6	-1	1	-8	-3	4	15	-3	-1
Cn1c(C(=O)NCCN2CCCCCC2)cc2c(=O)n(C)c3ccccc3c21	7	5	4	1	14	0	-3	1	-1

Brought forward from above: 3 compounds; new compounds follow.
SMILES	PAFAH1B3 inh	pPAFAH inh	PAFAH2 inh	LYPLA1 counter	ZTA counter	PAFAH1B2 FP inh	PREPL inh	EBNA-1 inh	LYPLA2 inh
COc1cc(/C=N\NC(=O)c2cccnc2)ccc1OC(=O)c1ccccc1Cl	2	-6	-17	-24	1	1	39	6	-30
CN1CCN(C(=S)NC(=O)c2ccccc2Cl)CC1	6	-1	1	-8	-3	4	15	-3	-1
Cn1c(C(=O)NCCN2CCCCCC2)cc2c(=O)n(C)c3ccccc3c21	7	5	4	1	14	0	-3	1	-1
CCOc1ncccc1C(=O)Nc1nnc(C(CC)CC)s1	6	5	4	-2	13	0	-2	4	-1
Cc1ccc(C(=O)O)cc1N=Cc1cc(Br)cc(Br)c1O	1	5	6	0	-6	2	-2	5	0
Cc1ccc(C(C)NC(=O)C2CCCC2)c(C)c1 (stereo unspecified)	10	1	6	0	-2	5	-2	1	-2
COC(=O)c1ccc(-c2cc3onc(-c4ccccc4)c3c(=O)n2C)cc1	6	-2	-2	-2	-18	-1	4	-11	4
COc1ccccc1N1CCN(CCOc2c(OC)cccc2OC)CC1	-8	-2	-7	2	0	6	-10	-12	-1
COc1ccccc1NC(=O)CSc1nnc(C2CCCCC2)o1	-4	2	11	5	-10	2	16	0	0
CN(C)CCCCCN(C)Cc1cc2ccccc2o1	4	-3	7	5	6	4	19	-4	0
O=C(COc1ccccc1)Nc1ccc(S(=O)(=O)Nc2ncccn2)cc1	2	3	0	-5	-10	2	10	3	-6
NC(=O)Nc1ccc(C(=O)OCC(=O)N(Cc2ccccc2)C2CCS(=O)(=O)C2)cc1 (stereo unspecified)	4	4	7	-2	-3	0	-21	-6	-3
CCC(C)C(NC(=O)C1CCC(=O)N1C(=O)OCc1ccccc1)C(=O)NC(C(=O)N1CCCC1C(N)=O)C(C)CC (stereo unspecified)	-8	-2	45*	2	5	-3	-2	6	5
Cc1ccc(NC(=O)C2CC(=O)Nc3nncn32)cc1 (stereo unspecified)	2	3	-3	3	-8	-2	1	1	2
COc1ccccc1C(=O)NC(=O)COC(=O)C1CC1	-1	0	9	2	8	6	-8	-8	1
COc1cccc(C(=O)N2CCn3c2nc2ccccc23)c1	2	-3	-1	3	-9	1	-7	-3	3
CCCCCC(=O)N/N=C(\C)c1ccc(N2CCCCC2)cc1	-3	2	-8	-1	3	3	-5	4	-3
Cc1ccc(S(=O)(=O)N2CCCCC2C(=O)O)cc1 (stereo unspecified)	14	3	-1	-1	13	2	5	-1	-4
Cc1ccc(OC(F)F)c(NC(=O)Nc2cccc(C(F)(F)F)c2)c1	-33	-29	-43	-44	7	-5	12	1	-76
C[C@@H]1CC=C[C@@H]2[C@H]1C(=O)N(Cc1ccccc1)[C@H]2c1cccc(C#Cc2ccccc2)c1	9	2	9	/	/	5	/	/	/
Cc1cc(Cl)ccc1C(=O)C1CCCN(C(=O)/C=C/c2cnn(C)c2)C1 (stereo unspecified)	-1	-1	3	3	-3	1	-8	-6	3
Cc1cccc(N2CCC(N3CCN(C4CCCCC4)C(CCO)C3)CC2)c1C (stereo unspecified)	-4	-1	-3	-1	-2	0	12	-13	-2
Cn1nc(C(=O)N2CCN(c3ccccn3)CC2)c2ccccc2c1=O	-1	0	-8	-1	-5	8	11	-2	-5
c1cc2[nH]snc2c2nc(C3CC3)nc12	-5	10	0	3	3	2	23	-1	6
CC(C)OCCCN1CC(=O)N2[C@@H](Cc3c([nH]c4ccccc34)C2(C)C)C1=O	-4	3	2	-5	2	1	-7	12	-7
O=C1CSC(c2c(F)cccc2Cl)N1c1cccc(F)c1 (stereo unspecified)	-1	-3	2	2	-12	5	-4	4	8
CCOC(=O)Cc1csc(NC(=O)/C=C/c2cccc(Br)c2)n1	-1	0	-4	-1	10	0	-19	-3	-4
O=C(O)COc1ccc2c(c1)CCCC2	5	3	-2	1	1	4	6	-14	4
COc1ccccc1OCCNC(=O)c1ccc(S(=O)(=O)N(C)C)cc1	0	4	8	1	9	1	5	9	-4
COc1cc2c(cc1NC(=O)c1cc(-c3cccnc3)nc3ccc(C)cc13)oc1ccccc12	0	-1	-16	-5	-17	-5	7	-11	-7
COc1c(Br)cc(Br)cc1C(=O)O	7	-1	-1	0	11	7	2	2	-2
O=S(=O)(Nc1cccc2ccccc12)c1ccccc1	9	3	0	-1	-2	4	7	-11	1
CNS(=O)(=O)c1cccc(C(=O)OCc2cc(Cl)cc3c2OCOC3)c1	1	10	6	-1	-9	-3	-32	17	-8
CN1CC(=O)NC1=NC(=O)c1ccc(Cl)c(S(=O)(=O)N2CCCCCC2)c1	0	1	-7	-1	4	2	-5	-1	2
COc1ccc(C(=S)Nc2ccc(C)cc2)cc1	-2	-13	5	2	-16	2	6	3	8
COC(=O)C1=C(C)N(c2ccc(Cl)c(Cl)c2)C(=O)C1	-2	7	-4	-5	7	-1	-4	9	3
O=c1oc2ccccc2cc1NCc1ccccc1O	8	7	4	-3	5	8	-5	12	-4
CCOc1ccc(S(=O)(=O)NCc2ccc(F)cc2)c2cccnc12	-5	2	-3	1	8	-1	0	4	7
COc1ccc(C(=O)COC(=O)CN2C(=O)NC(C)(C)C2=O)cc1OC	5	-3	-3	6	0	2	14	-19	5
COc1ccc(COC(=O)c2cc([N+](=O)[O-])ccc2N2CCOCC2)cc1F	2	43*	-2	3	-1	-1	14	-6	2
O=C(Nc1ccc2c(c1)OCO2)C1CC(c2ccccc2O)=NO1 (stereo unspecified)	5	4	-2	-1	-5	1	11	-2	-2
CCOC(=O)c1nc[nH]c1C	10	2	-4	4	-7	3	4	10	3
COC(=O)c1cc(NC(=O)C2CC=CCC2C(=O)O)cc(C(=O)OC)c1 (stereo unspecified)	-10	2	-4	1	-5	-3	5	2	-5
Cc1cnc(NC(=O)CN(C)S(=O)(=O)c2ccc(Cl)cc2)s1	-3	1	10	-1	10	6	-12	8	5
C[C@@]12C(=O)Nc3ccc(Br)cc3C(=O)N1[C@H]1c3cc(Br)ccc3OC[C@@H]1[C@@H]2c1ccccc1	-58	-24	-52	-26	-4	-28	-15	-11	-55
Cc1nc(NC(=O)c2ccccc2)nc2cc3c(cc12)OCO3	3	-1	5	-3	-1	1	0	6	1
Cn1c(Cc2c[nH]c3ccccc23)n[nH]c1=S	-1	3	2	-3	1	1	-12	-1	2

In the list so far, 13 have four or more nitrogen atoms.
SMILES	PAFAH1B3 inh	pPAFAH inh	PAFAH2 inh	LYPLA1 counter	ZTA counter	PAFAH1B2 FP inh	PREPL inh	EBNA-1 inh	LYPLA2 inh
Cc1cc(NC(=O)CSc2nnc(-c3cccs3)n2N)no1	9	8	-10	-2	-7	12	3	-5	0
O=C(CCc1nc2ccccc2c(=O)[nH]1)NNC(=O)COc1cccc(F)c1	10	-5	4	-2	-7	3	0	/	0
CC(C)=NOCC(=O)Nn1c(COc2ccccc2)nc2ccccc2c1=O	-2	2	1	2	-19	6	8	-8	4
c1cncc(-c2nc(NCC3COc4ccccc4O3)c3ccccc3n2)c1 (stereo unspecified)	3	-9	-6	-17	-4	-2	-19	-17	-24
Cn1c(C(=O)NCCN2CCCCCC2)cc2c(=O)n(C)c3ccccc3c21	7	5	4	1	14	0	-3	1	-1
CCOc1ncccc1C(=O)Nc1nnc(C(CC)CC)s1	6	5	4	-2	13	0	-2	4	-1
O=C(COc1ccccc1)Nc1ccc(S(=O)(=O)Nc2ncccn2)cc1	2	3	0	-5	-10	2	10	3	-6
CCC(C)C(NC(=O)C1CCC(=O)N1C(=O)OCc1ccccc1)C(=O)NC(C(=O)N1CCCC1C(N)=O)C(C)CC (stereo unspecified)	-8	-2	45*	2	5	-3	-2	6	5
Cc1ccc(NC(=O)C2CC(=O)Nc3nncn32)cc1 (stereo unspecified)	2	3	-3	3	-8	-2	1	1	2
Cn1nc(C(=O)N2CCN(c3ccccn3)CC2)c2ccccc2c1=O	-1	0	-8	-1	-5	8	11	-2	-5
c1cc2[nH]snc2c2nc(C3CC3)nc12	-5	10	0	3	3	2	23	-1	6
CN1CC(=O)NC1=NC(=O)c1ccc(Cl)c(S(=O)(=O)N2CCCCCC2)c1	0	1	-7	-1	4	2	-5	-1	2
Cn1c(Cc2c[nH]c3ccccc23)n[nH]c1=S	-1	3	2	-3	1	1	-12	-1	2
